Screening data as filed in PubChem.
V1aR counter: agonists of human V1a receptor, primary screen, counter-screen for OXTR agonist project, fluorescence, CHO-V1R cells; activation, % at 3 µM; 0.25% of 320,000 active; Fluo-8 calcium fluorescence, agonist mode; 0% DMSO, 100% 3 nM vasopressin; Vasopressin V1a receptor (Homo sapiens), P37288;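 active = activation above the mean activation of all tested compounds plus 3 SD, per screening run, cut at about 20% in these data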;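 also: signal is peak over basal fluorescence ratio across a 100 second FLIPR read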
Target sequence (P37288 whole entry, looked up): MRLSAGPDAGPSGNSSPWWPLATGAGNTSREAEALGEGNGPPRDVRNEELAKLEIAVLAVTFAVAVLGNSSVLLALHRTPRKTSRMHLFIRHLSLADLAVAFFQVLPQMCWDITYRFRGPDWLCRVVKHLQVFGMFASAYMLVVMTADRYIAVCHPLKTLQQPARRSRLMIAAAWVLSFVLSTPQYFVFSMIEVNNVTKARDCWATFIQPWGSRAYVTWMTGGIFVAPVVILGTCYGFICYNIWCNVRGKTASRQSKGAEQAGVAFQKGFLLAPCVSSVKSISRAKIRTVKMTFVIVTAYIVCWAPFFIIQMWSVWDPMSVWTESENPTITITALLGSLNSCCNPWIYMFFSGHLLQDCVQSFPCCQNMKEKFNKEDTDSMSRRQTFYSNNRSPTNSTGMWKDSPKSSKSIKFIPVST
VIM-2 inh: VIM-2 metallo-beta-lactamase inhibitors, primary screen, biochemical, epi-absorbance readout, Pseudomonas aeruginosa enzyme; purified VIM-2, nitrocefin hydrolysis, epi-absorbance fluorescence; inhibition, % at 5.6 µM; 0.89% of 290,000 active;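 active = inhibition above the mean of all tested compounds plus 3 SD, cutoff set per screening run, cut at about 7.5% in these data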;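 also: red hydrolysis product quenches plate fluorescence so inhibitors raise well fluorescence; 0% = enzyme with DMSO and 100% = DMSO without enzyme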
FID counter: compounds displacing fluorescent DNA intercalator, primary screen, artefact control for HCV NS3 helicase inhibitor project, biochemical, FID fluorescence; DNA fluorescent intercalator displacement; inhibition, % at 7.9 µM; 0.17% of 290,000 active; AID 1845, 2009; in the data active = inhibition above about 37%;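 also: 0% = vehicle and 100% = reference compound; higher means more ethidium bromide displaced from hairpin DNA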
IMP-1 inh: IMP-1 metallo-beta-lactamase inhibitors, primary screen, biochemical, epi-absorbance readout, Pseudomonas aeruginosa enzyme. 0.45% of 290,000 active. AID 1556, 2009. purified IMP-1, nitrocefin hydrolysis, epi-absorbance fluorescence. metallo-beta-lactamase IMP-1 (Pseudomonas aeruginosa). inhibition, % at 5.6 µM;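 active = inhibition above the mean plus 3 SD of all compounds in the same screening run, cut at about 4.5% in these data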;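 also: 0% = IMP-1 with DMSO and 100% = DMSO wells lacking enzyme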
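System – purified recombinant IMP-1 beta-lactamase · Input – IMP-1 dispensed at 0.2 nM · Timing – 15 min preincubation plus 25 min reaction at 25 °C · Signal – Epi-absorbance fluorescence, 480 nm excitation, 530 nm emission · Measure – percent IMP-1 inhibition derived from blank-referenced optical density · Controls – Enzyme-plus-DMSO low control, enzyme-free DMSO high control · Replication – singlicate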
OXTR ag: human OXTR agonists, primary screen, fluorescence, CHO-OTR cells, Fluo-8 calcium | 0.32% of 320,000 active | Oxytocin receptor (Homo sapiens), P30559 | Fluo-8 calcium fluorescence; normalized: DMSO 0%, oxytocin 100% | activation, % at 3 µM;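 active = activation above the mean of all tested compounds plus 3 SD, cutoff set per screening run, cut at about 20% in these data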;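 also: peak over basal fluorescence ratio from a 100 s FLIPR kinetic read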
Target sequence (P30559 whole entry, looked up): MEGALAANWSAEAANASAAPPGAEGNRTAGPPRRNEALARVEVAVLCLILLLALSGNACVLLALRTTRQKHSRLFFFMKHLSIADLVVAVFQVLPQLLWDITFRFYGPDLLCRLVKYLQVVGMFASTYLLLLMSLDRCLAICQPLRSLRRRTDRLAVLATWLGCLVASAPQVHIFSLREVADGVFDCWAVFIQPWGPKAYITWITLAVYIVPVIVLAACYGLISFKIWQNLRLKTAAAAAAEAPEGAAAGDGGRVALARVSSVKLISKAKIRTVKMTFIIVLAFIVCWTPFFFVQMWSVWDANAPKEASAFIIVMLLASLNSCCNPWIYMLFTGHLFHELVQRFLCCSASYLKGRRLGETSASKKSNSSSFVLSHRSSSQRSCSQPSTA
GalR3 antag: GalR3 antagonists in HEK293 cells, primary screen, cell-based, fluorescence readout; Galanin receptor type 3 (Homo sapiens), O60755; HEK293 GalR3-CNG cAMP membrane potential fluorescence; galR3 body fused to GalR1 C-terminus; inhibition, % at 3 µM; 0.44% of 360,000 active;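 active = inhibition above the screen-wide average plus 3 SD, cut at about 13% in these data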;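 also: forskolin and galanin both at EC90 stimulate the cells; cAMP rise reported by CNG channel membrane potential dye signal; 0% = forskolin plus galanin with DMSO and 100% = forskolin alone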
GPR7 antag: GPR7 receptor antagonists, primary screen, cell-based, fluorescence, single concentration. Neuropeptides B/W receptor type 1 (Homo sapiens), P48145. GPR7-expressing cells, fluorescence antagonist assay. inhibition, % at 4.4 µM. 1.1% of 290,000 active. AID 1861, 2009; in the data active = inhibition above about 16%, passing the limit was not always enough;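 also: cells stimulated with the agonist NPW; 0% = agonist with vehicle and 100% = vehicle without agonist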
NS3 helicase inh: inhibitors of HCV NS3 helicase, primary screen, biochemical, Cy5 molecular beacon fluorescence. 0.56% of 290,000 active. NS3 helicase DNA unwinding. inhibition, % at 10.9 µM. Hepatitis C virus NS3 helicase;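 active = inhibition above the mean of all tested compounds plus 3 SD, set per campaign, cut at about 35% in these data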;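 also: 0% = DMSO wells and 100% = thioflavine S control wells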
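Control set: DMSO versus 110 µM thioflavine S; Material: NS3 helicase fragment of HCV; Measured by: Cy5 fluorescence at 0 and 60 min, beacon hairpin quenching; Read-out basis: percent inhibition from t60/t0 fluorescence ratio; Times: reaction time 60 min, 25 °C; Repeats: single replicate; Compound dosing: single dose, 10.9 µM nominal final, DMSO 0.8% final.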
PHOSPHO1 inh: PubChem AID 1565; Phosphoethanolamine/phosphocholine phosphatase (Homo sapiens), Q8TCT1; recombinant PHOSPHO1, absorbance phosphatase assay; inhibition, % at 13.3 µM; 1.1% of 290,000 active; in the data active = inhibition above about 60%
* = called active by the depositor. No enrichment for hits; overall some 4.3% were active at least once.

How did CCOc1c2ccc(C(=O)NCc3ccc(C)cc3)cc2nn1CC do in these assays?
V1aR counter: -0.9; VIM-2 inh: -4.3; FID counter: -17.4; IMP-1 inh: -2.9; OXTR ag: -0.8; GalR3 antag: -2.0; GPR7 antag: -4.3; NS3 helicase inh: -4.8; PHOSPHO1 inh: 20.3

Results for Cc1cc(-c2cc(-c3ccccc3)on2)nc(NC2CCCC2)n1 ?
V1aR counter: -0.2; OXTR ag: -2.1; GalR3 antag: -8.3; PHOSPHO1 inh: 39.7

Results for C/C(Cn1nnc([N+](=O)[O-])n1)=N\NC(=O)c1ccc(C)cc1 ?
V1aR counter: 0.2; VIM-2 inh: -1.2; FID counter: -5.6; IMP-1 inh: -1.5; OXTR ag: 0.8; GalR3 antag: -3.5; GPR7 antag: 2.2; NS3 helicase inh: -3.9; PHOSPHO1 inh: 16.5

How did CCOC(=O)Cn1nc(C)c2ccccc2c1=O do in these assays?
V1aR counter: 1.8; VIM-2 inh: 1.3; FID counter: -1.6; IMP-1 inh: 0.1; OXTR ag: 1.2; GalR3 antag: -3.4; GPR7 antag: 14.8; NS3 helicase inh: 3.2; PHOSPHO1 inh: -6.0

Results for CN(NS(=O)(=O)c1cccs1)c1ncc(C(F)(F)F)cc1Cl ?
V1aR counter: -1.0; VIM-2 inh: -3.3; FID counter: -14.2; IMP-1 inh: -5.1; OXTR ag: -1.4; GalR3 antag: 0.1; GPR7 antag: -7.3; NS3 helicase inh: -2.5; PHOSPHO1 inh: 33.5

How did CC(C)n1cnc2c(=S)nc[nH]c21 do in these assays?
V1aR counter: 0.5; VIM-2 inh: -1.8; FID counter: -2.6; IMP-1 inh: -3.9; OXTR ag: 0.6; GalR3 antag: -1.6; GPR7 antag: -4.8; NS3 helicase inh: -0.9; PHOSPHO1 inh: -84.5

How did CC(C)OC(=O)NCN1C(=O)C2C3C=CC(C3)C2C1=O (stereo unspecified) do in these assays?
V1aR counter: -0.1; VIM-2 inh: -0.7; FID counter: -1.1; IMP-1 inh: -1.8; OXTR ag: 0.3; GalR3 antag: -3.8; GPR7 antag: -6.2; NS3 helicase inh: 5.8; PHOSPHO1 inh: 21.8

Results for Cn1nnnc1SCCNC(=O)C1CCC(=O)N(CCc2ccccc2)C1 (stereo unspecified) ?
V1aR counter: -0.5; VIM-2 inh: -2.1; FID counter: -11.3; IMP-1 inh: -3.0; OXTR ag: -0.4; GalR3 antag: -3.4; GPR7 antag: -9.5; NS3 helicase inh: -0.1; PHOSPHO1 inh: 37.7

How did COc1ccc(Cn2nnnc2C(c2cc3cc(C)ccc3[nH]c2=O)N2CCOCC2)cc1 (stereo unspecified) do in these assays?
V1aR counter: -0.3; VIM-2 inh: -1.0; FID counter: -19.9; IMP-1 inh: -2.7; OXTR ag: -1.4; GalR3 antag: -6.6; GPR7 antag: -12.2; NS3 helicase inh: 0.8; PHOSPHO1 inh: 20.1

Results for O=c1c(Cl)c(NCC2CCCO2)cnn1C12CC3CC(CC(C3)C1)C2 (stereo unspecified) ?
V1aR counter: 1.1; VIM-2 inh: -2.9; FID counter: -26.7; IMP-1 inh: -4.0; OXTR ag: 0.2; GalR3 antag: 15.4*; GPR7 antag: -15.7; NS3 helicase inh: -5.6; PHOSPHO1 inh: -24.0

What do the screens show for `Cc1nonc1NC(=O)CSc1nc2ccc(Cl)cc2[nH]1`?
V1aR counter: 4.6; VIM-2 inh: -2.2; FID counter: 0.0; IMP-1 inh: -1.5; OXTR ag: 9.2; GalR3 antag: -9.1; GPR7 antag: -2.1; NS3 helicase inh: -8.8; PHOSPHO1 inh: 35.1

What do the screens show for `CCc1nnc(NC(=O)c2ccc3c(c2)C(=O)N(CC)C3=O)s1`?
V1aR counter: 0.1; VIM-2 inh: 0.7; FID counter: 1.7; IMP-1 inh: -2.8; OXTR ag: 0.5; GalR3 antag: -4.1; GPR7 antag: -15.9; NS3 helicase inh: -2.0

What do the screens show for `O=C(Nc1ccccn1)C(=O)N1CCCCC1`?
V1aR counter: 1.3; VIM-2 inh: -2.9; FID counter: 1.2; IMP-1 inh: 0.0; OXTR ag: 0.8; GalR3 antag: -5.4; GPR7 antag: 3.4; NS3 helicase inh: -1.0; PHOSPHO1 inh: 6.3

What do the screens show for `COC(=O)Cc1cc(=O)[nH]c(/N=C(\N)Nc2ccc(C(C)C)cc2)n1`?
V1aR counter: 5.0; VIM-2 inh: -3.2; FID counter: -36.5; IMP-1 inh: -1.3; OXTR ag: 3.4; GalR3 antag: -0.5; GPR7 antag: 1.2; NS3 helicase inh: 7.5; PHOSPHO1 inh: 0.9

How did Cc1csc(=O)n1CCC(=O)O do in these assays?
V1aR counter: 0.6; VIM-2 inh: -4.0; FID counter: 6.4; IMP-1 inh: -4.5; OXTR ag: 0.8; GalR3 antag: -1.2; GPR7 antag: -0.8; NS3 helicase inh: 0.9; PHOSPHO1 inh: -4.9

Results for Nc1c(-c2ccc(Cl)cc2)cnc2c(-c3ccccc3)cnn12 ?
V1aR counter: 1.6; VIM-2 inh: -3.2; FID counter: 0.1; IMP-1 inh: -4.0; OXTR ag: -0.2; GalR3 antag: -5.2; GPR7 antag: -23.8; NS3 helicase inh: -3.8; PHOSPHO1 inh: 15.3

What do the screens show for `C/C(Cn1nnc([N+](=O)[O-])n1)=N\NC(=O)c1ccc(O)cc1O`?
V1aR counter: -0.1; VIM-2 inh: -2.5; FID counter: -0.4; IMP-1 inh: -2.1; OXTR ag: 0.6; GalR3 antag: -6.3; GPR7 antag: -2.6; NS3 helicase inh: 5.0; PHOSPHO1 inh: -23.0

What do the screens show for `CC(=O)c1ccc(OCCCCCCCOc2ccc(C(C)=O)cc2)cc1`?
V1aR counter: 0.4; VIM-2 inh: 1.9; FID counter: -5.8; IMP-1 inh: 1.9; OXTR ag: 0.0; GPR7 antag: -6.0; NS3 helicase inh: 5.0; PHOSPHO1 inh: 9.7

What do the screens show for `O=C(COC(=O)c1cccc(OC(F)F)c1)NC1CCCC1`?
V1aR counter: 3.8; VIM-2 inh: -0.8; FID counter: -8.8; IMP-1 inh: -4.2; OXTR ag: -1.4; GalR3 antag: 3.9; GPR7 antag: 2.2; NS3 helicase inh: -2.2; PHOSPHO1 inh: 11.4

Results for Cc1nc2ncccn2c1-c1csc(Nc2ccc(O)cc2)n1 ?
VIM-2 inh: 17.4*; FID counter: -6.4; IMP-1 inh: -1.8; GalR3 antag: 5.8; GPR7 antag: 4.7; NS3 helicase inh: -2.6; PHOSPHO1 inh: 28.8

Results for COc1ccc(C2C3=C(CC(C)(C)CC3=O)Oc3ncn(CC(C)C)c(=N)c32)cc1 (stereo unspecified) ?
V1aR counter: -1.2; VIM-2 inh: 0.6; FID counter: -26.1; IMP-1 inh: -1.4; OXTR ag: -2.1; GalR3 antag: -5.0; GPR7 antag: -7.7; NS3 helicase inh: -9.5; PHOSPHO1 inh: 40.3

Results for O=C1C(C=NCCN2CCOCC2)=C(O)c2ccccc21 ?
V1aR counter: 0.5; VIM-2 inh: -1.2; FID counter: 6.4; IMP-1 inh: -1.8; OXTR ag: 0.1; GalR3 antag: -2.7; GPR7 antag: -4.3; NS3 helicase inh: 1.3; PHOSPHO1 inh: -10.6

What do the screens show for `Cn1c(Cn2c(=O)sc3ccccc32)nnc1SCc1cccc(F)c1`?
V1aR counter: -0.2; VIM-2 inh: -1.0; FID counter: -5.2; IMP-1 inh: -2.6; OXTR ag: 0.2; GalR3 antag: 1.8; GPR7 antag: -8.4; NS3 helicase inh: -6.1; PHOSPHO1 inh: 0.1

How did NC(=O)c1ccccc1Nc1nc2nc3ccccc3c(=O)n2cc1Br do in these assays?
V1aR counter: 0.0; VIM-2 inh: 4.8; FID counter: -2.8; IMP-1 inh: 1.0; OXTR ag: -2.1; GPR7 antag: 6.8; NS3 helicase inh: 8.2; PHOSPHO1 inh: 32.2

What do the screens show for `Fc1ccc(CN2CCCN(Cc3nc(-c4ccc5c(c4)OCO5)no3)CC2)cc1`?
V1aR counter: 3.8; VIM-2 inh: -4.3; FID counter: 10.1; IMP-1 inh: -2.1; OXTR ag: 2.3; GalR3 antag: -4.1; GPR7 antag: 0.6; NS3 helicase inh: -19.8; PHOSPHO1 inh: -23.1

Results for O=C(CSc1nc2ccc([N+](=O)[O-])cc2[nH]1)NCCc1ccccc1 ?
V1aR counter: 2.1; VIM-2 inh: -8.4; FID counter: 12.9; IMP-1 inh: -2.9; OXTR ag: 3.4; GPR7 antag: 0.5; NS3 helicase inh: -4.9; PHOSPHO1 inh: 12.2

Results for Cc1ccc(CCNC(=O)C2=CCN(S(=O)(=O)c3ccccc3)CC2)cc1 ?
V1aR counter: 3.9; VIM-2 inh: -0.2; FID counter: -44.0; IMP-1 inh: -1.6; OXTR ag: 1.6; GalR3 antag: -8.3; GPR7 antag: -8.6; NS3 helicase inh: -6.9; PHOSPHO1 inh: 37.5

How did O=C(CN1CCOCC1)Nc1nc(-c2ccccc2)cs1 do in these assays?
V1aR counter: 5.6; VIM-2 inh: 0.3; FID counter: -10.3; IMP-1 inh: -1.9; OXTR ag: 0.4; GalR3 antag: -8.9; GPR7 antag: -5.0; NS3 helicase inh: 0.7; PHOSPHO1 inh: 14.1

Results for N#Cc1ccccc1N=C1CCCN1Cc1ccccc1 ?
V1aR counter: -1.5; VIM-2 inh: -1.2; FID counter: -7.2; IMP-1 inh: -1.6; OXTR ag: -1.9; GalR3 antag: -3.6; GPR7 antag: -10.7; NS3 helicase inh: -4.2; PHOSPHO1 inh: -4.2

Results for Cc1nc(N2CCN(Cc3ccc4c(c3)OCO4)CC2)[nH]c(=O)c1C ?
VIM-2 inh: -0.3; FID counter: -8.3; IMP-1 inh: -1.7; GalR3 antag: -12.3; GPR7 antag: -4.0; NS3 helicase inh: 10.1; PHOSPHO1 inh: 27.3
